# Source: PubChem (several laboratories)
# MMP-13 inhibitor – inhibitors of human MMP13 | inhibition, % at 4 µM | MMP-13 fTHP FRET cleavage, Mca fluorescence | P45452 | 65,000 tested, 0.07% active;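 active = inhibition above the mean of compound-free control plate wells plus 3 SD, cut at about 14% in these data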;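 also: 0% = DMSO wells and 100% = wells with reference MMP-13 inhibitor after basal subtraction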
# SF1 activator – activates the human nuclear receptor SF-1; Q13285; CHO-K1 Gal4-SF-1 LBD luciferase reporter; % increase over DMSO SF-1-specific signal; activation, % at 10 µM; 65,000 tested, 1.9% active; AID 522;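 active = activation above the mean activation of all tested compounds plus 3 SD, cut at about 50% in these data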
# Target sequence (Q13285 whole entry, looked up, the tested form may be a part): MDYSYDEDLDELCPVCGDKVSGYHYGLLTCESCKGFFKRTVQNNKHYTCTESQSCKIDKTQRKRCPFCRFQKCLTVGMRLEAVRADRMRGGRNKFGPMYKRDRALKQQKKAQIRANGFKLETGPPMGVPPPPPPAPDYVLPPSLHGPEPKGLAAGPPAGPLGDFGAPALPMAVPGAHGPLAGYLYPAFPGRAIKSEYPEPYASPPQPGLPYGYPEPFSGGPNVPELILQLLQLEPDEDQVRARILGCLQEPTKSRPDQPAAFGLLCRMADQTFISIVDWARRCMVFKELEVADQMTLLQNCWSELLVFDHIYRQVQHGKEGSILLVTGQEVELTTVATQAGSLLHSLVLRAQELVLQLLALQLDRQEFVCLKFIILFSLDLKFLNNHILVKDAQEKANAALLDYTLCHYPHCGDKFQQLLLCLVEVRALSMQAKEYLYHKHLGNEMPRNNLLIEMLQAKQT
#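 System: CHO-K1 cells with Gal4–hSF-1 LBD chimera plus Gal4-driven luciferase; quantity: 4,000 CHO-K1 cells per well; compound: one dose, 10 µM compound, 1% DMSO; times: 20 h compound treatment, 37 °C; measured by: SteadyLite luciferase luminescence; read-out: percent activation versus DMSO; benchmarks: DMSO and mock-transfected background; replicates: one test per compound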
# 5-HT1A blocker – 5-HT1a (human) receptor antagonism | P08908 | 62,000 tested, 0.68% active | CHO 5-HT1a Ga15 NFAT-bla reporter, antagonist mode | AID 612 | inhibition, % at 10 µM;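 active = inhibition above the mean of all tested compounds plus 3 SD, cut at about 43% in these data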;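 also: receptor stimulated by 5-CT agonist at 100 nM near EC80; beta-lactamase reporter measured by ratiometric fluorescence of a cleavable substrate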
# 5HT1a ag – agonists of human 5-HT1a serotonin receptor; P08908; CHO 5-HT1a Ga15 NFAT-bla reporter, FRET ratio; 0% basal, 100% maximal reference agonist; activation, % at 10 µM; 65,000 tested, 0.56% active; AID 567;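 active = activation above the screen-wide mean activation plus 3 SD, cut at about 19% in these data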;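 also: 0% = DMSO wells and 100% = 5-CT at EC100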
# NADH enzymes – inhibitors of enzymes used to reach an NAD/NADH endpoint | coupled PK/LDH NADH assays, four targets | IC50, µM (highest dose often 10 µM), without a hit: at the highest dose inhibition | 65,000 tested, 0.02% active | AID 774;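 active = single-dose screening hits from any of four coupled enzyme assays that gave an IC50 when retested across doses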;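 also: the DPM-DC format reads NADH fluorescence rather than 340 nm absorbance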
# RORA act – activates the human nuclear receptor RORA | CHO-K1 Gal4-RORA LBD luciferase reporter, luminescence; percent increase over mock-subtracted basal signal | AID 560 | activation, % at 10 µM | 65,000 tested, 1.5% active;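 active = activation above the mean of all tested compounds plus 3 SD, cut at about 49% in these data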;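 also: 0% = DMSO-treated RORA cells and 100% = added signal equal to DMSO minus mock-transfected cells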
# Target sequence (P35398 whole entry, looked up, the tested form may be a part): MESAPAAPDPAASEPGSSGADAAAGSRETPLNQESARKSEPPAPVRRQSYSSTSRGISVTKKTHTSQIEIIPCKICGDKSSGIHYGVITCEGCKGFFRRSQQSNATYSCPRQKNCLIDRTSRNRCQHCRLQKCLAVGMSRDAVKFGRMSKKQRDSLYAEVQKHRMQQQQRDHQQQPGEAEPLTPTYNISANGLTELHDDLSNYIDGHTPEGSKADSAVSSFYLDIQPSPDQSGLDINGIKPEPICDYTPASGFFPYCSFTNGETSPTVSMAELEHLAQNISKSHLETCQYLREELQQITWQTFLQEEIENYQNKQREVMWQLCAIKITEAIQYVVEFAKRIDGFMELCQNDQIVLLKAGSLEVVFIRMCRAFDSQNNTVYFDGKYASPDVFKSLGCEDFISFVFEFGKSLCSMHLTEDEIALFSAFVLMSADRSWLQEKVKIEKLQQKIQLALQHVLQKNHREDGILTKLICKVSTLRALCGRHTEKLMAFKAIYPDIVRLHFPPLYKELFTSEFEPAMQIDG
# HTR1E agonist – activates the human 5-HT1E serotonin receptor; activation, % at 6 µM; CHO 5-HT1E Ga15 NFAT-bla reporter, FRET; 0% DMSO wells, 100% control agonist wells; P28566; AID 574; 65,000 tested, 0.69% active;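 active = activation above a set limit, the screen-wide mean activation plus 3 SD, cut at about 8.5% in these data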;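 also: 100% = positive control agonist at 1 µM giving full maximal response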
# HTR1E antagonist – antagonists of human 5-HT1E serotonin receptor; P28566; CHO 5-HT1E Ga15 NFAT-bla reporter, FRET, antagonist; 65,000 tested, 0.99% active; inhibition, % at 6 µM;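 active = inhibition above a set limit, the mean inhibition across every tested compound plus 3 SD, cut at about 29% in these data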;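 also: signal is the 460 over 535 nm emission ratio of beta-lactamase substrate; 0% = agonist plus DMSO wells and 100% = wells without agonist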
# tolC growth inh – blocks growth of E. coli BW25113 tolC mutant. growth inhibition, % at 10 µM (by protocol). OD615. 65,000 tested, 2.2% active;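 active = growth inhibition at or above a cutoff equal to the mean over every tested compound plus 3 SD, cut at about 60% in these data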;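 also: growth measured after 20 h incubation at 37 °C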
#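 Material: E. coli BW25113 ΔtolC::kan, tolC deletion mutant strain. Measure: percent growth inhibition. Schedule: 37 °C, 20 h exposure. Doses: single-point testing at 10 µM. Signal: A615 absorbance measurement. Buffer or medium: kanamycin-containing LB broth (50 µg/mL).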
# * marks the source's active call; other numbers are inactive results; . = not tested or not shown; [ ] = dose if it differs, or a comment.
# Values run as follows: MMP-13 inhibitor	SF1 activator	5-HT1A blocker	5HT1a ag	NADH enzymes	RORA act	HTR1E agonist	HTR1E antagonist	tolC growth inh
CCOc1ccc(-n2c(SCC)nc3c(c2=O)SCC3)cc1
    5	2	-5	-1.7	3%	-10	-2.9	8	-1
CC(=O)N1CCN(Cc2nc3cc(NC(=O)C4CCCCC4)ccc3n2C)CC1
    -1	2	-4	-1.1	4%	-10	0.6	2	-9
COc1ccc(/C=N/n2cnnc2SCCO)cc1OC
    0	-1	2	-0.7	1%	-8	0.5	18	-3
CC(=NCC1CCCO1)c1c(O)[nH]c(=O)[nH]c1=O (centres undefined)
    7	13	-8	-0.4	0%	3	0.3	-3	-13
O=C(O)C1CCCN1C(=O)Nc1ccc(F)cc1 (centres undefined)
    -1	-4	11	-0.5	10%	3	0.2	0	-4
CC1=C(C(=O)OCc2ccccc2)C(c2ccco2)C2=C(CC(C)(C)CC2=O)N1 (centres undefined)
    -12	13	8	0.8	8%	28	0.4	12	33
CC1(C)Cc2c(sc3c2c(=N)n(Cc2ccco2)c(=O)n3CC(=O)Nc2ccccc2)CO1
    6	13	3	2.5	1%	0	1.5	-6	.
CN(Cc1nc(-c2ccccn2)no1)S(=O)(=O)c1ccc(Cl)cc1
    9	4	1	-0.8	6%	7	-0.4	-18	-1
Cc1ccnc(SCCn2c(Br)nc3c2c(=O)[nH]c(=O)n3C)n1
    2	-14	-5	-0.1	6%	12	1.1	5	-21
Cc1nc(SCC(=O)NCc2ccco2)c2oc3ccccc3c2n1
    5	8	-9	-0.5	2%	17	-1.2	19	-2
CS(=O)(=O)NC1CCN(Cc2ccccc2)CC1
    0	-11	9	0.0	5%	3	0.1	7	-13
O=c1c(-c2ccccc2)[n+]([O-])c2ccccc2n1O
    1	-14	-1	-4.8	4%	-22	0.7	-11	-12
Cc1c(S(=O)(=O)N2CCc3ccccc3C2)c(=O)n(C)c(=O)n1C
    -2	0	15	-4.3	5%	-4	-0.6	5	-7
CN(CC(=O)Nc1ccc(Cl)cc1)S(=O)(=O)c1cccc2cccnc12
    9	4	2	-1.1	2%	0	0.3	1	18
Cc1cccc(-c2noc(-c3ccccc3C(=O)NCC3CCCO3)n2)c1 (centres undefined)
    2	28	9	-1.1	2%	5	0.0	6	-11
O=C(CCCCn1c(=O)c2ccccc2n(CC(=O)NC2CCCC2)c1=O)NC1CCCC1
    -4	-10	16	-2.4	6%	15	0.1	2	-24
Cn1c(=O)c2c(nc(NCc3ccco3)n2Cc2ccccc2Cl)n(C)c1=O
    8	-37	.	4.8	1%	-47	-0.7	17	-16
O=C(O)CCCC(=O)Nc1ccc(C(=O)N2CCCCC2)c(Cl)c1
    1	8	-15	-3.5	1%	-2	-0.4	8	-7
O=C1COc2ccc(C(=O)CSc3nnc(-c4cccs4)n3Cc3ccccc3)cc2N1
    0	-4	-5	6.1	7%	-11	0.2	10	25
O=C(Nc1ccc2c(c1)OCO2)C1CCN(S(=O)(=O)c2cccc3cccnc23)CC1
    -1	-7	2	0.4	4%	-4	-0.2	4	-16
COCCCNC(=O)C1CCN(S(=O)(=O)c2c(C)noc2/C=C\c2ccc(OC)cc2)CC1
    0	24	10	-1.4	1%	-7	-0.1	6	-4
Cn1c(=O)cc(SCC(=O)NCCCN2CCOCC2)c2ccc(Cl)cc21
    0	5	2	-1.7	4%	1	1.9	2	-5
COc1cccc(/C(O)=C2/C(=O)C(=O)N(CCN3CCOCC3)C2c2cccs2)c1 (centres undefined)
    1	-4	3	0.4	7%	-6	0.8	-6	-12
c1ccc(Oc2nc(Oc3ccccc3)nc(N3CCOCC3)n2)cc1
    -3	3	21	-0.3	3%	19	-0.6	13	21
CCOC(=O)N1CCN(c2c(NCC3CCN(Cc4cccc(C)c4)CC3)c(=O)c2=O)CC1
    4	7	2	-1.3	2%	-2	0.6	-13	-1
O=C(Cc1nc2ccccc2s1)c1ccc(O)cc1O
    -8	37	-13	-2.3	4%	33	0.0	3	0
CCOC(=O)Cn1cnc2c(C#N)c3n(c2c1=O)CCCCC3
    -3	-26	10	-1.6	5%	-12	0.8	-1	4
Cc1cnn(C(=S)NCc2ccc(Cl)cc2)c1
    9	-13	5	0.6	6%	-11	-0.9	-6	37
CCOCCn1c(N2CCN(c3ccc(OC)cc3)CC2)nc2c1c(=O)[nH]c(=O)n2C
    1	5	-3	0.7	5%	5	0.5	-2	-9
c1ccc(CN2CCN(c3nc(-c4ccccc4)nc(-n4ccnc4)n3)CC2)cc1
    6	-16	11	3.9	7%	-22	1.9	-14	65*

# Entries of single compounds as entered above. Order of screens: MMP-13 inhibitor	SF1 activator	5-HT1A blocker	5HT1a ag	NADH enzymes	RORA act	HTR1E agonist	HTR1E antagonist	tolC growth inh
# O=C(Cc1nc2ccccc2s1)c1ccc(O)cc1O in the list: -8	37	-13	-2.3	4%	33	0.0	3	0
# CC1=C(C(=O)OCc2ccccc2)C(c2ccco2)C2=C(CC(C)(C)CC2=O)N1 (centres undefined) in the list: -12	13	8	0.8	8%	28	0.4	12	33
# c1ccc(Oc2nc(Oc3ccccc3)nc(N3CCOCC3)n2)cc1 in the list: -3	3	21	-0.3	3%	19	-0.6	13	21
# CN(Cc1nc(-c2ccccn2)no1)S(=O)(=O)c1ccc(Cl)cc1 in the list: 9	4	1	-0.8	6%	7	-0.4	-18	-1

# New compounds follow.
# Values run as follows: MMP-13 inhibitor	SF1 activator	5-HT1A blocker	5HT1a ag	NADH enzymes	RORA act	HTR1E agonist	HTR1E antagonist	tolC growth inh
O=C(CS(=O)CC(=O)Nc1cccc2c1CCCC2)Nc1ccc(F)cc1 (centres undefined)
    0	1	0	-0.2	2%	6	-0.6	1	13
CCOC(=O)CN(C(=O)CSc1nnc(-c2ccc(OC)c(OC)c2)o1)c1ccc(F)cc1
    3	-7	-2	22*	2%	-5	0.3	18	4
C=CCOc1cccc(C2C(C(=O)c3ccco3)=C(O)C(=O)N2CCN2CCOCC2)c1 (centres undefined)
    0	2	3	-2.5	7%	-13	-1.3	6	-6
O=C(CSc1ncccc1-c1nc2ccccc2[nH]1)NCc1ccco1
    -14	-7	26	-1.0	8%	-2	0.5	7	0
C(=C\c1ccccc1)/CSc1nnc(-c2cnccn2)n1Cc1ccco1
    5	-6	31	-1.5	3%	3	0.6	2	27
CCOC(=O)C1CCCN(C(=O)Cn2nc(Cc3cccnc3)c3ccccc3c2=O)C1 (centres undefined)
    -3	-9	0	38*	3%	-10	1.1	-1	-17
CC(C(=O)Nc1cccnc1)N1C(=O)C2C3C=CC(C3)C2C1=O (centres undefined)
    -4	14	1	-4.1	6%	-3	-0.5	-6	-19
Cc1c(Br)cc(C(=O)NCCCN2CCOCC2)c(C)c1C
    1	-3	0	-2.9	0%	-17	-0.3	-12	3
CCC(c1nnnn1C(C)(C)C)N(CCOC)Cc1cc2cccc(C)c2n2nnnc12 (centres undefined)
    2	4	-5	0.4	4%	-14	0.4	-2	-21
CCOC(=O)c1nnn(-c2nonc2NC(C)=O)c1C
    -5	-8	9	-4.7	3%	5	0.5	-9	-4
COCC(=O)n1nc(NCc2ccc(OC)cc2)nc1NCc1ccc(OC)cc1
    0	0	4	-0.6	3%	-18	-0.5	-5	10
CC(C)(C)NS(=O)(=O)c1ccc(CCC(=O)N2CCOCC2)cc1
    5	-12	-2	-0.1	5%	-19	-0.6	-15	-8
CCOC(=O)C1CCCN(Cc2nc(N)nc(Nc3ccccc3)n2)C1 (centres undefined)
    1	-14	-3	-4.6	4%	-13	-0.2	-2	15
Cc1cc(=O)n2nc(N3CCCC(C(=O)NCc4ccc5c(c4)OCO5)C3)sc2n1 (centres undefined)
    -1	4	-2	-0.8	4%	-8	-0.2	-7	-20
CC(=O)N=c1sc2c3ccccc3ccc2n1C
    -7	27	7	-2.7	14%	10	0.3	-3	17
CC12CS(=O)(=O)CC1SC(=S)N2c1ccccn1 (centres undefined)
    2	-14	-1	-1.0	4%	-2	0.4	1	-12
CCOCC(O)CS(=O)(=O)c1ccccn1 (centres undefined)
    4	5	-8	-0.6	3%	-7	-0.6	-3	-24
CCc1cc2c(NC(C(=O)O)C(C)C)ncnc2s1 (centres undefined)
    -2	0	-22	3.1	1%	2	0.9	-8	3
COCCNC(=O)CSc1nc2cc(OC)c(OC)cc2c(=O)n1Cc1ccc(OC)cc1
    0	6	8	0.7	6%	5	0.1	4	-15
O=C(O)CCC(=O)NCCn1c(-c2ccccc2)csc1=Nc1ccccc1
    -6	-2	5	3.7	3%	9	-0.3	-6	4
Cc1cc(NC(=O)CSc2nc3sc4c(c3c(=O)n2C)CCCC4)no1
    0	-5	-1	-3.7	1%	-7	0.3	-8	-8
Cn1nnnc1SCC(=O)N(C1CCCCC1)C1CCCCC1
    -3	0	-15	-1.3	3%	9	-0.1	-8	13
COc1cc(C)c(C(N)=O)c(OC)n1
    -6	-16	-1	-4.9	5%	-28	-1.1	5	-26
Cc1sc2nc(C(C)Sc3nnc(C)n3-c3ccccc3)[nH]c(=O)c2c1C (centres undefined)
    -7	-8	2	-1.8	9%	-14	0.1	-4	-3
C=C(C)CN=c1scc(C)n1/N=C/c1ccco1
    -3	-10	-7	-1.6	5%	25	-0.2	-15	1
O=C(c1ccco1)N1CCn2c1nc1ccccc12
    4	41	10	-0.9	1%	62*	0.6	4	-5
CCOC(=O)c1cc(-c2ccc(Cl)s2)nc2c1c(C)nn2C
    -35	-7	-12	3.6	3%[fluoresces]	-8	2.3	-11	9
Cc1ccc(C(=O)NC2CCS(=O)(=O)C2)cc1S(=O)(=O)N1CCCCC1 (centres undefined)
    2	-15	7	-3.4	6%	-15	0.3	-8	-4
CC(C)C(c1nnnn1Cc1ccc(F)cc1)N1CCSCC1 (centres undefined)
    2	-2	30	-2.6	4%	5	-1.5	16	5

# Some of these compounds in order of the 5-HT1A blocker value, descending.
structure | MMP-13 inhibitor | 5-HT1A blocker | 5HT1a ag | NADH enzymes | HTR1E agonist | HTR1E antagonist
CC(=O)N=c1sc2c3ccccc3ccc2n1C | -7 | 7 | -2.7 | 14% | 0.3 | -3
O=C(O)CCC(=O)NCCn1c(-c2ccccc2)csc1=Nc1ccccc1 | -6 | 5 | 3.7 | 3% | -0.3 | -6
CCC(c1nnnn1C(C)(C)C)N(CCOC)Cc1cc2cccc(C)c2n2nnnc12 (centres undefined) | 2 | -5 | 0.4 | 4% | 0.4 | -2
